PrPC TRFRET = cell surface PrPC inhibition, primary TR-FRET screen; P04156; TR-FRET read-out; inhibition, % at 13.8 µM; 370,000 compounds, 0.43% hits; in the data active = inhibition above about 24%; also: 0% = median of the test wells and 100% = reference compound wells
Numbers without * were called inactive. Some of the compounds tested; count on the stated rates, not on these rows.

SMILES	PrPC TRFRET
O=C(Nc1cccs1)OC1CC2CC1[C@H]1CCCCN1C2 (stereo not given in full)	0
C=CCn1c(COc2ccc(C)cc2)nnc1SCC(=O)Nc1cc(Cl)cc(Cl)c1	8
O=C(CCl)NC1CCCCN(Cc2ccc(OC(F)(F)F)cc2)C1=O (stereo not given)	-8
O=C(Nc1ccc2ccccc2c1)NC1CCCCN(Cc2ccc(Cl)cc2)C1=O (stereo not given)	14
COC(=O)[C@]12C[C@H](CC(=O)N3CCOCC3)C(=O)N(Cc3ccc(Cl)cc3Cl)C1=C[C@H](C(C)(C)C)O[C@@H]2C	3
CCn1c(=O)n(CC(=O)N2CCN(C(C)=O)CC2)c(=O)c2ccccc21	0
CN1[C@H](Cc2ccccc2)COc2cc(N3CCSCC3)ccc2S1(=O)=O	6
O=C(CSc1nnc(COc2ccc(Cl)cc2)n1Cc1ccco1)Nc1ccc2c(c1)OCO2	25*
CC(C)(C)N(Cc1cn(CC2CCCCC2)nn1)S(=O)(=O)c1ccccc1Br	-1
C#CCNC(=O)C[C@H]1C[C@@]2(C(=O)OC)C(=C[C@H](COCc3ccccc3)O[C@@H]2C)N(Cc2ccc(Cl)cc2Cl)C1=O	-3
O=C(CNS(=O)(=O)c1ccc(Br)s1)N1CCN(c2ccccn2)CC1	-4
C=CCN(CC#Cc1cccnc1)Cc1ccc(OC)cc1OC	-6
CN1C(=O)c2cc(NC(=O)Nc3ccccc3)ccc2OC[C@H]2O[C@@H](CC(=O)NCc3ccc(-c4ccccc4)cc3)CC[C@@H]21	-9
C[C@H](O)[C@@H]1CN2CCc3c([nH]c4c(-c5ccccc5)cccc34)[C@@H]2C[C@@H]1N(C)C(=S)Nc1ccc(C#N)cc1	-3
CCCC[C@H]1C2CC(OC(=O)Nc3cccc(Cl)c3)C(C2)[C@H]2CCCCN21 (stereo not given in full)	5
Fc1cccc(Cn2ccc3ccc(-c4ccc5ccn(Cc6cccc(F)c6)c5c4)cc32)c1	2
O=C(NCCN1CCC(Cc2ccccc2)CC1)C1CCCN(S(=O)(=O)c2ccc([N+](=O)[O-])cc2)C1 (stereo not given)	-46
CCN(C(=O)CSc1nnc(-c2cccnc2)n1Cc1ccco1)c1ccccc1	-3
COc1ccc(CN2C(C(=O)NC3CCCC3)CSCCS2(=O)=O)cc1 (stereo not given)	-1
COc1cccc(Cn2cc(COC(=O)N3CCOCC3)nn2)c1	1
CCCCOCCCNC(=O)C[C@@H]1C(=O)N(CCc2ccc(Cl)cc2)C2=CCCCC[C@]21C(=O)OC	6
COP(=O)(C(=O)Nc1ccccc1)C(CC(C)C)NC(=O)OCc1ccccc1 (stereo not given)	10
COc1ccc(C2Nc3ccccc3C(=O)N2Cc2ccc(C)o2)cc1COc1c(C)cccc1C (stereo not given)	7
C=CCN1[C@H](C#N)[C@@H](c2ccc(Br)cc2)[C@H]1CO	3
CN(C)c1cccc(-c2nccc(N3CCC(C(N)=O)CC3)n2)c1	6
CCOc1ccccc1C(=O)Nc1ccc(C(=O)NCC2COc3ccccc3O2)cc1 (stereo not given)	-7
C=CCN1[C@@H](CC(C)C)COc2cccc(N3CCCC3)c2S1(=O)=O	-5
CC(C)CSc1ncccc1-c1nc2ccccc2[nH]1	-3
O=C(NCc1ccco1)OC1CCC12CCC(c1ccccc1)CC2 (stereo not given)	11
CCC(=O)Nc1ccc(Cl)cc1C(=O)c1ccc[nH]1	-4
CCN(CC)C(=O)CC[C@H]1CC[C@]2(CCCN(C(=O)c3ccno3)C2)O1	1
COCCCNC(=O)c1oc(=O)c2ccccc2c1-c1ccc(C)cc1	0
CC[C@]1(c2ccc(C)cc2)C(=O)N(C(=O)OC(C)C)N1C(=O)OC(C)C	0
Cc1ccc(S(=O)(=O)N2CCCC2C(=O)N2CCN(c3ccccc3)CC2)cc1C (stereo not given)	8
OCC(CO)N[C@H]1C[C@](O)(CO)[C@@H](O)[C@H](O)[C@H]1O	8
CCOC(=O)Cn1cc(CN2CCS(=O)(=O)N(Cc3ccc(F)cc3)C(C(=O)OC)C2)nn1 (stereo not given)	-6
Brc1ccccc1Cn1nnc(-c2ccc(N3CCOCC3)cc2)n1	9
CCOC(=O)[C@]12CCCC3=C1N(CCC3)C(=O)[C@@H](CC(=O)NCC1CCCCC1)C2	10
Cc1cc(C)cc(C(=O)OCCCN(C)C2CN(Cc3cn(Cc4ccccc4C(F)(F)F)nn3)S(=O)(=O)C2)c1 (stereo not given)	6
C#Cc1cccc(OCC(C)CN2CCC(C(O)(c3ccccc3)c3ccccc3)CC2)c1 (stereo not given)	-1
COc1ccc(OC)c(S(=O)(=O)N2CCCCC2C(=O)N2CCN(Cc3ccc(F)cc3)CC2)c1 (stereo not given)	-6
CCCCCCCCNC(=O)C1CSCCS(=O)(=O)N1Cc1ccc(OC)cc1 (stereo not given)	-1
O=C(C1CCCN1S(=O)(=O)c1ccc(Br)s1)N1CCc2ccccc2C1 (stereo not given)	-2
COc1ccc(C2NC(=O)c3ccccc3N2)cc1COc1ccc(NC(C)=O)cc1 (stereo not given)	-3
CC1(c2nnnn2-c2ccc(F)cc2)CCCC(=O)N1CCc1c[nH]c2ccccc12 (stereo not given)	5
COc1ccc(CN2C/C(=C/c3ccccc3)N3C(=O)C[C@@H](c4ccccc4)N=C23)c(OC)c1	0
Cc1ccc(S(=O)(=O)NCCCc2ccc3c(c2)[C@]2(CCC[C@@H](OCc4ccccc4)[C@@H]2NC(=O)CCc2ccccc2)C(=O)N3Cc2ccccc2)cc1	9
CCOC(=O)CCCNC(=O)O[C@@H]1CC[C@@]23CCCN2C(=O)CCC[C@H]3C1	5
CC(=O)N1CCN(C2=NC(=O)N(c3ccc(Br)cc3)C(=O)C2)CC1	-4
COc1cc(NC(=O)C2CCCN(S(=O)(=O)c3ccccc3)C2)cc(OC)c1 (stereo not given)	8
COC(=O)[C@]12C[C@H](CC(=O)NCCC(C)C)C(=O)N(Cc3ccco3)C1=C[C@H](C(C)(C)C)O[C@@H]2C	-3
COc1cccc(CNC(=O)Cn2c(-c3ccccc3)cc(C(C)=O)c2C)c1	-3
c1ccc(-c2ccc(CNc3nc(-c4ccccn4)nnc3-c3ccccc3)cc2)cc1	29*
COC(=O)C[C@H]1CC[C@H]2[C@@H](COc3ccc(NC(=O)Nc4ccccc4)cc3C(=O)N2C)O1	-1
COc1ccc(-n2c(SCC(=O)NC3CCCCCC3)nnc2-c2ccncc2)cc1	-8
CC1CCCCN1C(=O)c1ccc(CNC(=O)c2cccc(Br)c2)cc1 (stereo not given)	7
CCCC1CCC2(CC1)CCC2OC(=O)Nc1c(OC)cccc1OC (stereo not given)	-6
COC(=O)[C@]12C[C@H](CC(=O)NCc3cccc(C(F)(F)F)c3)C(=O)N(Cc3ccco3)C1=C[C@H](C(C)(C)C)O[C@@H]2C	11
O=C(Nc1nc2ncccn2c1-c1ccc(F)c(F)c1)c1ccccc1	0
Cc1cc(NC(=O)c2ccc(NS(=O)(=O)c3ccc(C)c(C)c3)cc2)no1	8

Arranged by molar mass (lowest first): part of the list above.
SMILES	PrPC TRFRET
CCCC1CCC2(CC1)CCC2OC(=O)Nc1c(OC)cccc1OC (stereo not given)	-6
COc1ccc(C2NC(=O)c3ccccc3N2)cc1COc1ccc(NC(C)=O)cc1 (stereo not given)	-3
COC(=O)C[C@H]1CC[C@H]2[C@@H](COc3ccc(NC(=O)Nc4ccccc4)cc3C(=O)N2C)O1	-1

Further results.
SMILES	PrPC TRFRET
O=C(c1cc(F)cc(F)c1)N1CCCC(c2nc(-c3cccs3)no2)C1 (stereo not given)	-5
COc1ccc(C(=O)CSc2nnc(-c3ccccn3)n2-c2ccccc2)cc1	-5
CN(C(=O)CCn1nnc(-c2cccs2)n1)C1CCCCC1	-6
CC(C)(C)c1ccc(C(=O)Nc2cc(Cl)c(Cl)cc2C(=O)O)cc1	10
CCCCNC(=O)C[C@H]1C[C@@]2(C(=O)OC)C(=C[C@H](C(C)(C)C)O[C@@H]2C)N(Cc2ccco2)C1=O	-3
COc1ccc(OC)c(S(=O)(=O)N(CCc2ccc(OC)c(OC)c2)Cc2cccs2)c1	0
COC(=O)[C@]12C[C@H](CC(=O)NCCC(C)C)C(=O)N(Cc3cccc4ccccc34)C1=C[C@H](C1CCCC1)O[C@@H]2C	-1
O=S1(=O)c2c(cccc2N2CCSCC2)Oc2ccccc2CN1Cc1cn(Cc2ccc(C(F)(F)F)cc2)nn1	6
C[C@@H]1COc2cc(N3CCCC3)ccc2S(=O)(=O)N1C	0
COc1ccc(-n2c(SCC(=O)N(CC(C)C)CC(C)C)nnc2-c2ccncc2)cc1	8
COc1ccc(OC)c(S(=O)(=O)N2CCC(C(=O)NCc3cccs3)CC2)c1	10
CC(=O)c1cc(-c2ccc3ccccc3c2)c(=O)n2c1CCC2	-18
Cc1ccccc1CN1CCCCC(NC(=O)c2ccc(F)cc2F)C1=O (stereo not given)	4
C#CCNC(=O)C[C@@H]1C(=O)N2CCCC3=C2[C@@]1(C(=O)OCC)CCC3	-1
CCCCOc1ccc(C(=O)n2ccc3ccc(-c4ccc5ccn(Cc6ccccc6)c5c4)cc32)cc1	5
COC(=O)c1cc(C(C)c2c[nH]c3ccccc23)n2ccccc12 (stereo not given)	2
O=C1N(c2ccccc2)CC2C(c3ccccc3)C(c3ccccc3)N3CCCC123 (stereo not given)	2
CSc1ccc(-c2cnc(N3CCC(C(N)=O)CC3)s2)cc1	4
Cc1onc(-c2ccc(Cl)cc2)c1-c1ccn(S(=O)(=O)c2cccc(Cl)c2)n1	3
CC1CCC2(CCC(=O)N2CCCO)CC1 (stereo not given)	-2
CCCCCCCCN1C(=O)[C@@H](CC(=O)NCc2ccc(C)o2)C[C@@]2(C(=O)OC)C1=C[C@H](COCc1ccccc1)O[C@@H]2C	1
O[C@H](COc1cccc(C(F)(F)F)c1)CN1CCC(C(O)(c2ccccc2)c2ccccc2)CC1	-2
CCCC[C@H]1C2CC(OC(=O)Nc3cccc(F)c3)C(C2)[C@H]2CCCCN21 (stereo not given in full)	2
CC(=O)N1CCN(S(=O)(=O)c2ccc3c(c2)oc(=O)n3C)CC1	0
COc1ccc(S(=O)(=O)N(C)C[C@@H]2Oc3c(NC(=O)Nc4ccccc4)cccc3C(=O)N([C@@H](C)CO)C[C@H]2C)cc1	10
CCn1c2ccccc2c2cc(C=NNC(=O)c3ccoc3C)ccc21	-3
CC(C)(N[C@@H](Cc1ccccc1)C(=O)NCCc1c[nH]c2ccccc12)C(=O)NC1CCCCC1	-1
CCNC(=O)N(C)[C@H]1C[C@H]2c3[nH]c4cccc(-c5cccc(F)c5)c4c3CCN2C(=O)[C@H]1[C@H](C)O	4
CCCC1CCC2(CC1)CCC2OC(=O)Nc1cccc(Cl)c1 (stereo not given)	-2
COC(=O)[C@]12C[C@H](CC(=O)NCCCN3CCCC3=O)C(=O)N(CCc3ccc(OC)c(OC)c3)C1=C[C@H](C(C)C)O[C@@H]2C1CC1	-5
N#Cc1cccc(NC(=O)OCCCN2CCC3(CCCCC3)C2=O)c1	7
COCCCn1cc(CN2CC=CS2(=O)=O)nn1	-8
C[C@H](O)[C@@H]1CN2CCc3c([nH]c4c(-c5ccc6c(c5)OCO6)cccc34)[C@@H]2C[C@@H]1N(C)C(=O)c1ccccc1F	2
O=C(OC12CCCN(C1)/C(=C/c1ccncc1)C2)c1ccco1 (stereo not given)	7
O=C(NC1CCCC1)C1(C(=O)C2CC2)CC(c2ccccn2)=NO1 (stereo not given)	7
CC(C)C[C@H](NC1(C(=O)NC2CCCCC2)CCC1)C(=O)NCC(c1ccccc1)c1ccccc1	6
Clc1cc(Cl)cc(CNC2CCC23CCC(c2ccccc2)CC3)c1 (stereo not given)	0
COC(=O)[C@]12C[C@H](CC(=O)N3CCCCC3)C(=O)N(Cc3ccco3)C1=C[C@H](COCc1ccccc1)O[C@@H]2C	0
COC(=O)[C@]12C[C@H](CC(=O)NCCc3ccccc3OC)C(=O)N(CCc3ccc(OC)c(OC)c3)C1=C[C@H](C1CCCC1)O[C@@H]2C	-8
O=C(NC1CC[C@@]23CCCN2C(=O)CCC[C@H]3C1)c1ccccc1 (stereo not given in full)	6

Four entries from above in a different format:
COC(=O)[C@]12C[C@H](CC(=O)NCCc3ccccc3OC)C(=O)N(CCc3ccc(OC)c(OC)c3)C1=C[C@H](C1CCCC1)O[C@@H]2C
  PrPC TRFRET: -8

Clc1cc(Cl)cc(CNC2CCC23CCC(c2ccccc2)CC3)c1 (stereo not given)
  PrPC TRFRET: 0

CC(=O)N1CCN(S(=O)(=O)c2ccc3c(c2)oc(=O)n3C)CC1
  PrPC TRFRET: 0

N#Cc1cccc(NC(=O)OCCCN2CCC3(CCCCC3)C2=O)c1
  PrPC TRFRET: 7

Additional entries follow.
SMILES	PrPC TRFRET
CCCCOCCCNC(=O)C[C@H]1C[C@@]2(C(=O)OCC)CCCC3=C2N(CCC3)C1=O	9
COCCCNC(=O)C[C@H]1C[C@@]2(C(=O)OC)C(=C[C@H](COCc3ccccc3)O[C@@H]2C)N(Cc2ccco2)C1=O	-1
CSc1nnc2c(n1)C[C@H](c1ccccc1)[C@@H](C)[C@@H](C(=O)N1CCCC1)C2	-3
Cc1cc(C(=O)Nc2ccc(Cl)c(Cl)c2)n(-c2ccccc2)n1	-1
COc1cccc(CNC(=O)C2CCCN(c3ncccn3)C2)c1OC (stereo not given)	-6
O=S1(=O)c2ccc(Br)cc2OC[C@H](Cc2ccccc2)N1Cc1cn(CCC2OCCO2)nn1	0
O=C(CSc1nnc(-c2ccccn2)n1-c1ccccc1)c1ccc2c(c1)OCO2	1
OC(c1ccccc1)(c1ccccc1)C1CCN(CCCNc2ccc(Cl)cc2Cl)CC1	-20

Copied from the list.
O=C(CSc1nnc(COc2ccc(Cl)cc2)n1Cc1ccco1)Nc1ccc2c(c1)OCO2 | PrPC TRFRET: 25*
COc1ccc(OC)c(S(=O)(=O)N2CCC(C(=O)NCc3cccs3)CC2)c1 | PrPC TRFRET: 10
O=C(Nc1ccc2ccccc2c1)NC1CCCCN(Cc2ccc(Cl)cc2)C1=O (stereo not given) | PrPC TRFRET: 14
COc1ccc(-n2c(SCC(=O)N(CC(C)C)CC(C)C)nnc2-c2ccncc2)cc1 | PrPC TRFRET: 8

High-throughput results (PubChem BioAssay)
